ERb coact inh: blocks coactivator binding to human estrogen receptor beta; 1.3% of 86,000 active; TR-FRET ER-beta LBD / SRC1-Cy5 peptide binding; receptor agonist-loaded with 1 µM estradiol; inhibition, % at 25.6 µM;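 active means compounds whose percent inhibition of the receptor-coactivator binding signal exceeds about 50% in the single-dose screen, limit read from the data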;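 further: 0% = receptor plus peptide wells without compound and 100% = peptide-only wells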
PLK1 kinase inh: PLK1 (human) kinase inhibition; recombinant PLK1 kinase, TR-FRET peptide phosphorylation; inhibition, % at 10 µM; 0.53% of 97,000 active;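 active means inhibition of 50% or more in the single-concentration screen; inactive means inhibition below 50%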;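 further: 0% = DMSO max control and 100% = H-89 dihydrochloride min control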
Mac1 fbg inh: inhibitors of human CD11b/CD18 binding to fibrinogen; K562 CD11b/CD18 adhesion to fibrinogen, ATPlite luminescence; Mn2+ added to activate the integrin; P05107+P11215; 0.54% of 93,000 active; inhibition, % at 10 µM;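 active means primary inhibition of 50% or more at 10 µM, then 40% or more on retest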; further: some results filed as inactive read as strong as hits
Target sequence (P05107 whole entry, looked up, other chains not shown): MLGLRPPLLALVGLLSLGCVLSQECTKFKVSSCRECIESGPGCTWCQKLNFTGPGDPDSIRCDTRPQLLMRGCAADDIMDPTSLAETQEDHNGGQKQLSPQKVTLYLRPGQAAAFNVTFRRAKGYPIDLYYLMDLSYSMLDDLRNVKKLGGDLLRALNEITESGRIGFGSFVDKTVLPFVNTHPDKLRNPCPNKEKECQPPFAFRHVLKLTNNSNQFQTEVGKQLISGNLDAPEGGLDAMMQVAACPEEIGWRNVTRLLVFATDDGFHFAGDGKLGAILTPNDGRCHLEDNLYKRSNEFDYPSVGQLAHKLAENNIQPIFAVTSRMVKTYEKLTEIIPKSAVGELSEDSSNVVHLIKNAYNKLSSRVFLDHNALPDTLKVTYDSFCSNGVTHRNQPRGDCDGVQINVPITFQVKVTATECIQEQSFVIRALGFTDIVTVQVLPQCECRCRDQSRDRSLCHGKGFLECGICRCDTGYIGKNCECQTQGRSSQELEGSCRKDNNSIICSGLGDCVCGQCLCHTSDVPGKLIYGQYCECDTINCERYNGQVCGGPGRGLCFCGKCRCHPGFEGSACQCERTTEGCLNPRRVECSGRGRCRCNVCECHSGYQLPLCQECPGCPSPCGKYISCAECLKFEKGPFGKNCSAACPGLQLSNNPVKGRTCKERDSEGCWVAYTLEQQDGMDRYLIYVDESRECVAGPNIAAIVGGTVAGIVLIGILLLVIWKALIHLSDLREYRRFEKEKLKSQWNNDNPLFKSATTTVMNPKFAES
CD11b adhes enh: increases human CD11b/CD18 adhesion to fibrinogen; AID 1499; activation, % at 10 µM; K562 CD11b/CD18 adhesion to fibrinogen, ATPlite luminescence; 0.07% of 93,000 active; P05107+P11215;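 active means 10 µM primary screen giving 50% or more activity, confirmed by 40% or more on retest at that dose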; further: strong numbers were not always called active
ERa coact pot: enhances coactivator binding to human estrogen receptor alpha; P03372; TR-FRET ERalpha-LBD/SRC-Cy5 coactivator binding, 2 h; 100 = basal binding, no effect; coactivator binding (% of control), % at 25.6 µM; 1.3% of 86,000 active; in the data active means activity above about 200%;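 further: binding measured in presence of low estradiol as agonist stimulus; 0% = peptide alone without receptor and 100% = receptor with peptide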
Rev-RRE block: inhibitors of HIV-1 Rev-RRE RNA interaction | P05866 | Rev peptide-RRE RNA binding, FRET | inhibition, % at 8 µM | 0.79% of 97,000 active | AID 704;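 active means inhibition above the screen-wide mean plus 3 SD, cut at about 35% in these data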;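 further: 0% = median DMSO wells and 100% = median Neomycin B control wells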
Target sequence (P05866 whole entry, looked up): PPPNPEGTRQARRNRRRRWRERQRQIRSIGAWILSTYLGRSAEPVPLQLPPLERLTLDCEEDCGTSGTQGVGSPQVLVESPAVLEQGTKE
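Assay system: Labelled RRE RNA duplex and labelled Rev peptide | Times: 5 min preincubation and 15 min binding, 25 °C | Detection: FRET, ex 480 nm, em 540 and 671 nm | Evaluation: % inhibition of FRET ratio versus controls | Benchmarks: DMSO wells as 0% and neomycin B wells as 100% inhibition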
FAK inh: blocks human focal adhesion kinase activity; biochemical FAK kinase activity assay; inhibition, %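 (tested at 7 µM)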; Q05397; 0.84% of 97,000 active; in the data active means inhibition above about 19%;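 further: 0% = DMSO and 100% = reference compound high control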
ERa coact inh: blocks coactivator binding to human estrogen receptor alpha | TR-FRET ER-alpha LBD / SRC-1 peptide, estradiol-bound | inhibition, % at 25.6 µM | 1.7% of 86,000 active; in the data active means inhibition above about 50%;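 further: 0% = receptor plus peptide control and 100% = peptide only without receptor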
PLK1 PBD inh: Plk1 (human) PBD binding inhibition | Plk1 PBD phosphopeptide binding, fluorescence polarization | inhibition, %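 (tested at about 20 µM)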 | P53350 | 0.13% of 97,000 active; in the data active means inhibition above about 34%, passing the limit was not always enough
Active calls of the source: *; . = no result given; [ ] = remark or other dose.

SMILES	ERb coact inh	PLK1 kinase inh	Mac1 fbg inh	CD11b adhes enh	ERa coact pot	Rev-RRE block	FAK inh	ERa coact inh	PLK1 PBD inh
COc1ccc(-c2noc(CN(C(=O)c3c(-c4ccccc4Cl)noc3C)C(C)C)n2)cc1	-9	-6	-8	-4	113[fluorescence artefact?]	7	-2	-5	-6
Oc1ccc(CNc2ccccc2O)cc1	52*[fluorescence artefact?]	21	27	-2	51[fluorescence artefact?]	11	1	18[fluorescence artefact?]	14
Cc1sc2nc(CN3CCOCC3)nc(N3CCC(C(N)=O)CC3)c2c1C	9	-16	.	.	99	-2	-7	9	-3
O=C(O)CCc1nn2c3ccccc3nc2n(CCN2CCCCC2)c1=O	-6	-19	.	.	113	5	-1	6	-25
COc1ccccc1Cn1c(-c2ccco2)nc2nc3ccccc3nc21	.	-8	.	.	.	28	3	.	-7
CC(=O)Nc1cc(C(F)(F)F)ccc1OCCOc1ccccc1	29	-10	.	.	102	17	-1	25	-31
Cc1ccc(S(=O)(=O)Nc2ccc(-c3nc4cc(NS(=O)(=O)c5ccc(C)cc5)ccc4o3)cc2)cc1	.	-10	-7	-2	.	11	-2	.	-5
C=CCn1c(SCCC(=O)O)nnc1-c1cccs1	-1	-10	.	.	108[fluorescence artefact?]	6	1	-3	-6
CCCCN(C)CCCNC(=O)c1ccc2c(c1)NC(=O)C(N1CCOCC1)S2 (stereo not drawn)	16	-3	-6	-2	111	7	-1	10	24
CCCCOc1ncnc2c1[nH]c1ccccc12	-7	2	23	-6	114	3	11	-9	-6
CC(=O)C1=C(O)C(=O)N(CCCn2ccnc2)C1c1ccc(C)cc1 (stereo not drawn)	.	-8	.	.	.	8	0	.	-4
CCOC(=O)/C(=C\c1cccnc1)C(=O)c1cc(C(C)=O)c(Nc2ccccc2)s1	4	12	38	-3	84	7	-6	7	1
NC(=O)COc1ccc(/C=N/NC(=O)C2CCCN2S(=O)(=O)c2ccc(Cl)cc2)cc1 (stereo not drawn)	.	-11	-30	7	.	3	-2	.	-38
CCC(C)C(NC(=O)[C@@H](NC(=O)c1ccccc1F)C(C)C)C(=O)OC (stereo partly drawn)	.	-9	-3	6	.	-3	-1	.	-11
CC(=O)N1CCN(c2ccc(NCc3ccccc3)cc2)CC1	6	-12	-14	1	109	2	2	-1	-25
O=C(O)CN1CCNCC1	9	8	-8	-2	98	2	-1	-8	17
CCCCNC1=C(Br)C(=O)CC(C)(C)C1	-2	-7	-25	3	122	4	-4	-4	3
CC(C)Cn1c(N)c(C(=O)CSc2nnnn2C)c(=O)n(C)c1=O	-6[fluorescence artefact?]	-8	2	5	111	0	-6	6	0
Cc1cc(C)c(OCCCCNCc2ccccc2)c(Cl)c1	.	-7	.	.	.	3	-2	.	15
O=C1CCCN1CCCNc1ncnc2c1[nH]c1ccccc12	-4	-2	10	0	119	2	7	-6	18
CCOC(=O)c1c(-c2ccc(C)s2)csc1NC(=O)c1cccs1	6	-16	-3	2	154	10	0	6	1
CC(C)Oc1ccc(Cc2cnc(N)nc2N)cc1	4	-9	-3	-2	92	-10	3	-1	-18
Cc1cccc(CSc2ncnc3c2cnn3Cc2ccccc2)c1	6	-1	12	1	106	19	-3	-2	11
CC1(C)NC(=O)N(CC(O)CN2CCCC2)C1=O (stereo not drawn)	-4[fluorescence artefact?]	-10	-19	0	105	5	-2	-25	2
CCOC(=O)c1c(NC(=O)CSc2nnc(CNc3ccc(Cl)cc3)o2)sc(C)c1C	-2	-10	.	.	118	7	-2	-3	-6
N#Cc1ccc(-c2ccco2)nc1SCC(=O)c1ccc(Cl)cc1	30[fluorescence artefact?]	0	.	.	155	33	1	28[fluorescence artefact?]	-44
Cc1nc(N2CCN(Cc3ccccc3)CC2)[nH]c(=O)c1C	0[fluorescence artefact?]	13	0	-2	116[fluorescence artefact?]	2	-1	8	-3
Cc1ccc(OCCNC(=O)/C=C/c2ccc([N+](=O)[O-])cc2)cc1C	.	-7	.	.	.	12	3	.	37
CCc1cc2c(=O)nc3n(c2s1)Cc1ccccc1/C3=C(/O)c1cccc([N+](=O)[O-])c1	.	-13	-1	-3	.	10	-1	.	23
O=[N+]([O-])C(/C=C(\Cl)[N+](=O)[O-])=C1N(Cc2ccc(Cl)nc2)CCN1Cc1ccc(Cl)nc1	.	-19	.	.	.	34	2	.	-13
Cc1ccc(C)c(OCC(O)CN2CCC(C)CC2)c1C (stereo not drawn)	4	-4	0	-3	109	3	-4	-4	-15
CCCNC(=O)c1ccccc1NS(=O)(=O)c1ccc2c(c1)OCCO2	0	-10	-6	-5	116	9	4	-13	-4
Cc1nnc(SCC(=O)N2CCc3ccccc32)n1-c1ccccc1	-9	-12	11	-1	110	0	0	3	-16
O=S(=O)(N1CCCCC1)N1CCN(c2ccc(F)cc2)CC1	-7	-8	-32	1	94	5	4	-3	-14
CCOc1ccc(CCNC(=O)C2CCN(c3nn4c(=O)cc(C)nc4s3)CC2)cc1OCC	2[fluorescence artefact?]	.	-10	-7	104	.	.	0	.
CC(=O)N(c1ccccc1)c1nc(C)cc(C)c1C#N	-4	-6	.	.	114	1	-1	-10	9
CCc1cc2c(=O)c(-c3nc4ccccc4n3C)c(C)oc2c(CN2CCN(CCO)CC2)c1O	.	-1	.	.	.	4	2	.	10
COC(=O)CNC(=O)COC(=O)c1cc(Cl)cc(Cl)c1N	.	-14	.	.	.	-1	1	.	-1
CCCS(=O)(=O)N1CCCC(C(=O)NCCCN2CCCC2=O)C1 (stereo not drawn)	5	-12	2	1	97[fluorescence artefact?]	8	5	-8	-27
Cc1ccc(-c2noc(CCCC(=O)Nc3cccnc3)n2)cc1	-9	.	37	0	108	.	.	1	.

Three compounds out of the list, ordered by number of heavy atoms, rising:
SMILES	ERb coact inh	PLK1 kinase inh	Mac1 fbg inh	CD11b adhes enh	ERa coact pot	Rev-RRE block	FAK inh	ERa coact inh	PLK1 PBD inh
Oc1ccc(CNc2ccccc2O)cc1	52*[fluorescence artefact?]	21	27	-2	51[fluorescence artefact?]	11	1	18[fluorescence artefact?]	14
CCOC(=O)/C(=C\c1cccnc1)C(=O)c1cc(C(C)=O)c(Nc2ccccc2)s1	4	12	38	-3	84	7	-6	7	1
Cc1ccc(S(=O)(=O)Nc2ccc(-c3nc4cc(NS(=O)(=O)c5ccc(C)cc5)ccc4o3)cc2)cc1	.	-10	-7	-2	.	11	-2	.	-5

The main list resumes, starting 3 compounds before the break.
SMILES	ERb coact inh	PLK1 kinase inh	Mac1 fbg inh	CD11b adhes enh	ERa coact pot	Rev-RRE block	FAK inh	ERa coact inh	PLK1 PBD inh
COC(=O)CNC(=O)COC(=O)c1cc(Cl)cc(Cl)c1N	.	-14	.	.	.	-1	1	.	-1
CCCS(=O)(=O)N1CCCC(C(=O)NCCCN2CCCC2=O)C1 (stereo not drawn)	5	-12	2	1	97[fluorescence artefact?]	8	5	-8	-27
Cc1ccc(-c2noc(CCCC(=O)Nc3cccnc3)n2)cc1	-9	.	37	0	108	.	.	1	.
Cc1ccc(SC(C)C(=O)Nc2ccncc2)cc1 (stereo not drawn)	-7	-14	13	-1	105	-3	-2	-6	29
COc1ccc(C(C[N+](=O)[O-])c2c(-c3ccccc3)cc3ccccn23)c(OC)c1 (stereo not drawn)	.	-16	3	-3	.	11	-1	.	0
COc1ccc(/C=C/C(=O)NCc2c(C)nn(C)c2C)cc1COc1ccc(Br)cc1	.	-15	.	.	.	-5	-2	.	-12
CCCN1C(=O)c2ccc(C(=O)NCc3ccco3)cc2C1=O	-36	-11	-5	-2	112	1	0	-35	-4
CCC(NC(=O)Nc1nnc(C(F)(F)F)s1)(C(F)(F)F)C(F)(F)F	2	-12	107*	-9	123	3	0	-31[fluorescence artefact?]	-4
Cc1cccnc1NC(=O)Nc1ccc(F)cc1	-7	-13	20	-2	104	6	13	-10	5
Cc1ccc(NC(=O)CSCC(=O)Nc2ccc(N3CCOCC3)c(Cl)c2)cc1	-13	-7	.	.	94	8	6	-8	-6
Cc1ccccc1Cn1cc(S(=O)(=O)CC(=O)N2CCCCC2)c2ccccc21	-3	-10	.	.	108	6	-1	-5	-16
CCOC(=O)Cc1cc(=O)n2[nH]c(C)c(C#N)c2n1	12	-11	-30	4	105	5	-12	-10	-14
O=C1OC(c2cccs2)=N/C1=C\c1ccc(-c2ccccc2Cl)o1	.	-11	-33	6	.	7	-1	.	8
Cc1cc(/C=N/NC(=O)C(=O)N2CCCC2)c(C)n1-c1cccc(Br)c1	.	-12	-18	-2	.	-2	3	.	11
COc1ccc(Cl)cc1Nc1nc(-c2sc(NC(=O)c3ccccc3)nc2C)cs1	.	-12	.	.	.	1	-1	.	-8
COc1ccccc1CNC(=O)CCS(=O)(=O)c1ccc2c(c1)CCCN2C(C)=O	.	-10	2	-2	.	2	2	.	-45
O=C(Cc1n[nH]c(=O)c2ccccc12)NCc1ccccn1	.	-5	-9	-5	.	5	1	.	-2
CC(C)Cn1c(CN(C)Cc2ccccc2)nc2c1c(=O)n(C)c(=O)n2C	-4[fluorescence artefact?]	-9	6	-6	106	0	4	9	0
COC(=O)CCCCC1SCC(NC(=O)OC)C1NC(=O)OC (stereo not drawn)	6	-9	-7	2	120	0	4	-1	-10
COC(=O)CSc1nnc(-c2ccc(S(=O)(=O)NCc3cccs3)cc2)o1	13	-2	-7	-4	90	0	-1	17	8
CCC(C)NC(=O)c1ccccc1NC(=O)C(C)N(c1ccccc1)S(C)(=O)=O (stereo not drawn)	-13	-11	19	-4	101	2	0	-15	19
CN(C)C(=O)c1cc(S(=O)(=O)N(C)C)c(Cl)cc1N1CCCC1	-2	-12	6	-1	89	2	-1	-2	7
CCCCc1c(C)c2ccc(OC)c(/C(C)=N\O)c2oc1=O	7	-8	0	0	79	4	2	9[fluorescence artefact?]	-10
Cc1ccnc2nc(C(=O)NCCc3ccc(F)cc3)nn12	0	-7	8	-2	105	7	0	-3	-23
Cc1ccc(N(CC(=O)N/N=C/c2cc(C)n(-c3ccccc3)c2C)S(C)(=O)=O)c(C)c1	.	-19	-5	-2	.	5	-3	.	-13
O=S(=O)(NCCOCC(F)(F)C(F)F)c1ccc2oc3ccccc3c2c1	1[fluorescence artefact?]	-4	57	-7	84	15	-1	8[fluorescence artefact?]	-24
CCOc1ccc(-c2nc(CSc3nnc(C)s3)cs2)cc1OC	.	-15	12	-5	.	7	-4	.	-10
COc1ccc(CNC(=S)Nc2cccc(C)c2C)cc1	-9	-6	-15	-1	110	-5	-1	0	23
Cc1cccc(OCCCC(=O)NCc2ccco2)c1	.	-4	1	16	.	0	4	.	9
CC(C)(C)c1ccc(C(=O)CC(=O)c2cc(Cl)ccc2O)cc1	0[fluorescence artefact?]	-15	12	-3	94[fluorescence artefact?]	9	-1	4[fluorescence artefact?]	16
COc1ccc(/C=N/NC(=O)CC(=O)NCc2cccnc2)cc1	.	-5	.	.	.	0	0	.	-7
CC(=O)c1ccc(OCCCN2CCCCC2)cc1	-4	-13	-8	-5	103	4	0	3	-7
Cc1ccc(NC(=O)/C(C#N)=C/c2cccs2)c(C)c1	-11	-11	-55	-2	108	2	-4	2	-7
Cc1ccc2nsnc2c1S(=O)(=O)N(Cc1ccco1)Cc1cc2cccc(C)c2[nH]c1=O	-1	1	11	-4	134	1	1	2	2
O=C(O)C1Nc2c(C(=O)N3CCOCC3)cccc2C2C=CCC12 (stereo not drawn)	82*	17	-6	1	20[fluorescence artefact?]	-15	2	70*	-1
CSc1ccc(-c2nnn(Cc3ccc(Br)cc3)n2)cc1	1	-5	21	-3	93	15	0	4	8
CCn1c(=O)n(CC(=O)N2CC(C)CC(C)C2)c(=O)c2ccccc21 (stereo not drawn)	11	-3	-4	-5	77	6	-1	3	1

Copied from the listing (2 entries):
SMILES	ERb coact inh	PLK1 kinase inh	Mac1 fbg inh	CD11b adhes enh	ERa coact pot	Rev-RRE block	FAK inh	ERa coact inh	PLK1 PBD inh
CSc1ccc(-c2nnn(Cc3ccc(Br)cc3)n2)cc1	1	-5	21	-3	93	15	0	4	8
CCn1c(=O)n(CC(=O)N2CC(C)CC(C)C2)c(=O)c2ccccc21 (stereo not drawn)	11	-3	-4	-5	77	6	-1	3	1
